12-LOX inh = Primary qHTS assay for inhibitors of human arachidonate 12S-lipoxygenase (ALOX12): Round 2. purified 12hLO, xylenol orange hydroperoxide absorbance. Potency, µM (highest dose often 108 µM), without a hit: at the highest dose activity change, negative = inhibition, most hits filed as inhibitors. actives 1.1% (n = 580,000). AID 1671190, 2021; further: on the % scale 0 is the no-effect control and ±100 the full control effect
Target sequence (P18054 whole entry, looked up): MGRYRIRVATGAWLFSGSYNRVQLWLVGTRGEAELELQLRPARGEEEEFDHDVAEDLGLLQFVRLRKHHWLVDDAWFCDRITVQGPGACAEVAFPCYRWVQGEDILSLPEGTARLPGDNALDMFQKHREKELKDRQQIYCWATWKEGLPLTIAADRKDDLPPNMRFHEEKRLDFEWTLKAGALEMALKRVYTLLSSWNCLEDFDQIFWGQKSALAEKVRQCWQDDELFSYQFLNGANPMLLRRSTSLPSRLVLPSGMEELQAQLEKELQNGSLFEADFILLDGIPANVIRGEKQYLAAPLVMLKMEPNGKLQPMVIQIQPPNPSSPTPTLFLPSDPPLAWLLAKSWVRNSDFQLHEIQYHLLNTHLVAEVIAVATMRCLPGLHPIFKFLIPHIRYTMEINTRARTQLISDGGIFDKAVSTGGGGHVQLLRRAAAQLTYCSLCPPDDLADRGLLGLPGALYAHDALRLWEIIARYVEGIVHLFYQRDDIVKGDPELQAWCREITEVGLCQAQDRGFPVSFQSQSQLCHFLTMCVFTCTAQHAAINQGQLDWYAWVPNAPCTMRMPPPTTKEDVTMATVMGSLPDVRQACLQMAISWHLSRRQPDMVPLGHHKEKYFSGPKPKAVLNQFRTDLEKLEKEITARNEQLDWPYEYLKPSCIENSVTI
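Purified human 12hLO at 150 nM in 25 mM Hepes, 0.01% Triton X-100, pH 7.0, preincubated 15 min at room temperature with compound. Reaction started with 40 uM arachidonic acid, 30 min at room temperature. Hydroperoxide measured by Fe-xylenol orange, 573/405 nm absorbance ratio.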
Vif-A3F inh = qHTS for Inhibitors of Vif-A3F Interactions: qHTS | HeLa A3F-eYFP + Vif (tagged APOBEC3F with the HIV-1 protein that degrades it), YFP fluorescence increase | actives 0.2% (n = 390,000) | Potency, µM (top dose mostly 46.1 µM), for the others: at the top dose activity, negative = active; further: % of control where 0% means no effect; nearly all actives have a fitted effect of over 65% in size
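HeLa cells stably expressing Vif plus C-terminally eYFP-tagged A3F were seeded, incubated overnight at 37 deg C, dosed with compound, incubated overnight again at 37 deg C. Yellow fluorescence (Ex 488/Em 500-530) reported blocked Vif-mediated A3F-eYFP degradation.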
TrxR1 substrate = qHTS Assay for Substrates of Mammalian Selenoprotein Thioredoxin Reductase 1 (TrxR1): qHTS. actives 0.01% (n = 390,000). purified TrxR1 substrate turnover, NADPH consumption readout. Potency, µM (titrated, usually from 114 µM), for the others: at the top dose activity change, negative = substrate turnover. Thioredoxin reductase 1, cytoplasmic (Rattus norvegicus), O89049. AID 588456, 2011; further: on the % scale 0 is the no-effect control and ±100 the full control effect; nearly all actives have a fitted effect of over 50% in size
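Rat TrxR1, dispensed at 90 nM, was prereduced with 400 uM NADPH (final) for 5 min at ~22 deg C, then incubated with compound 15 min before 400 uM selenite. A first-read NADPH fluorescence drop versus no-compound background flagged substrates.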
mIDH1 inhibitor = qHTS for Inhibitors of mutant isocitrate dehydrogenase 1 (IDH1): qHTS | Isocitrate dehydrogenase [NADP] cytoplasmic (Homo sapiens), O75874 | IDH1-R132H enzyme, NADPH consumption, diaphorase/resazurin fluorescence | Potency, µM (titrated, usually from 76.6 µM), inactives show top-dose activity change, negative = inhibition, usual class: inhibitors | actives 0.093% (n = 390,000); further: on the % scale 0 is the no-effect control and ±100 the full control effect; nearly all actives have a fitted effect of over 65% in size
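IDH1-R132H (0.5 ug/mL) preincubated 30 min with compound, then NADPH (0.016 mM) and alpha-KG (2 mM) added; 80 min at RT, pH 7.5. Remaining NADPH coupled via diaphorase/resazurin to fluorescence (540/590 nm); concentration-response curves normalized to no-enzyme control.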
USP1 inh = Inhibitors of USP1/UAF1: Primary Screen. Potency, µM (series often up to 57.1 µM), without a hit: at the top dose activity change, negative = inhibition, hits mostly inhibitors. actives 0.23% (n = 390,000). Ubiquitin carboxyl-terminal hydrolase 1 (Homo sapiens), O94782. recombinant USP1/UAF1, Ub-Rhodamine cleavage fluorescence; further: on the % scale 0 is the no-effect control and ±100 the full control effect; nearly all actives have a fitted effect of over 60% in size; inactives centre near -12
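USP1/UAF1 complex (1 nM) preincubated 15 min at room temperature with compound, then Ub-Rho substrate (150 nM final) added. Kinetic fluorescence at 480/540 nm over 6 reads at 60 s intervals; 50 mM HEPES pH 7.8, 0.5 mM EDTA, 0.1 mg/ml BSA, 1 mM TCEP, 0.01% Tween-20.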
Vif-A3G inh = qHTS for Inhibitors of Vif-A3G Interactions: qHTS; DNA dC->dU-editing enzyme APOBEC-3G (Homo sapiens), Q9HC16; HeLa A3G-eYFP + Vif (tagged APOBEC3G with the HIV-1 protein that degrades it), YFP fluorescence, overnight; Potency, µM (highest dose often 46.1 µM), for inactives: at the top dose activity, negative = active, actives largely listed as inhibitors; actives 0.076% (n = 410,000); AID 602310, 2012;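 further: on the % scale 0 is the no-effect control and ±100 the full control effect; nearly all actives have a fitted effect of over 60% in size; hits raise eYFP signal because A3G escapes Vif-driven loss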
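Read-out is eYFP fluorescence (Ex 488/Em 500-530) from Vif-expressing HeLa A3G-eYFP cells; more signal means A3G escaped Vif-mediated degradation. Cells plated overnight, compound pinned in, incubated overnight at 37 deg C.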
RGS4 inhibitor = Inhibitors of Regulator of G Protein Signaling (RGS) 4: qHTS; actives 0.039% (n = 390,000); Transcreener GDP fluorescence polarization, RGS4-accelerated GTP hydrolysis; Potency, µM (doses to about 114 µM), without a hit: top-dose activity change, negative = inhibition, actives largely listed as inhibitors; Regulator of G-protein signaling 4 (Homo sapiens), P49798; further: on the % scale 0 is the no-effect control and ±100 the full control effect; nearly all actives have a fitted effect of over 75% in size; some results filed as inactive show a strong effect at the top dose
Target sequence (P49798 whole entry, looked up): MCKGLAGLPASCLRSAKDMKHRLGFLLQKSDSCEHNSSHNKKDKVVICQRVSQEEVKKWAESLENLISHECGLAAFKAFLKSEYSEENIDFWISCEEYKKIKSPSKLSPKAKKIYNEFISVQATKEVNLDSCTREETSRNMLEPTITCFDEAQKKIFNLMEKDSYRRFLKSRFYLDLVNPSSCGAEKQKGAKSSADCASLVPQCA
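MLSMR compounds (23 nl, pin-transferred) preincubated 10 min at room temperature with a 500nM (2x) first reagent, then RGS4 at 900nM (2x) plus Transcreener GDP mix added; fluorescence polarization (620/688 nm) read before and after 90 min at 30 °C.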
rTrxR1 inhibitor = qHTS Assay for Inhibitors of Mammalian Selenoprotein Thioredoxin Reductase 1 (TrxR1): qHTS; recombinant rTrxR1, NADPH fluorescence consumption, selenite substrate; Thioredoxin reductase 1, cytoplasmic (Rattus norvegicus), O89049; Potency, µM (doses to about 114 µM), inactives show at the top dose activity change, negative = inhibition, most hits filed as inhibitors; actives 1% (n = 390,000); further: on the % scale 0 is the no-effect control and ±100 the full control effect; nearly all actives have a fitted effect of over 65% in size
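Rat TrxR1 (90 nM in the dispensed reagent) was pre-reduced with 400 uM NADPH for 5 min at room temperature, then incubated with compound for 15 min. After 400 uM selenite was added, NADPH fluorescence (Ex 340/Em 450 nm) was followed for 8 min.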
RXFP1 agonist = qHTS Assay for Agonists of the Relaxin Receptor RXFP1; HEK293T-RXFP1 cAMP TR-FRET, 30 min; response scale: percent of porcine relaxin response, buffer zero; Potency, µM (series often up to 57.5 µM), for inactives: top-dose activation, actives largely listed as activators; actives 0.3% (n = 370,000); further: on the % scale 0 is the no-effect control and ±100 the full control effect; nearly all actives have a fitted effect of over 60% in size; many of its hits are not listed in these tables
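HEK293T cells stably expressing RXFP1 were pretreated with the PDE4 inhibitor Ro 20174, exposed to compounds for 30 min at 37C, lysed, and cAMP was read by TR-FRET. Data normalized to buffer (basal) and 29 nM porcine relaxin (100%).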
Numbers without * were called inactive; u = inconclusive; x = no result given; & = joins results of further samples; [ ] = another dose, or the depositor's remark. The call rests on the fitted dose curve; in most records, active means well fitted curve in the direction sought with a large enough effect; inconclusive means small, poorly fitted or top-dose-only effect, or another doubt; inactive means no such curve, though single readings can be large; an effect the other way counts as inactive or inconclusive. Potency means the concentration at half of the fitted maximal effect. This is a subset. The share of hits here may be higher or lower than overall.

| cpd | Structure | 12-LOX inh | Vif-A3F inh | TrxR1 substrate | mIDH1 inhibitor | USP1 inh | Vif-A3G inh | RGS4 inhibitor | rTrxR1 inhibitor | RXFP1 agonist |
| --- | --- | --- | --- | --- | --- | --- | --- | --- | --- | --- |
| 1 | CCOC(=O)c1ccc(NC(=O)c2nc[nH]c2C(=O)NCCNC(=O)c2[nH]cnc2C(=O)Nc2ccc(C(=O)OCC)cc2)cc1 | -4% | -11% | 10% | -27% | -21% | -1% | 7% | 16% | x |
| 2 | C[C@@H]1CN([C@H](C)CO)C(=O)c2cc(NC(=O)Nc3ccc(F)cc3)ccc2O[C@H]1CN(C)C(=O)Nc1ccc(C(F)(F)F)cc1 | x | -2% | -14% | -12% | -24% | -1% | -1% | -10% | x |
| 3 | FC(F)(F)c1cc(N2CCNCC2)c2ccccc2n1 | 0% | -1% | 10%[57.1 µM] | 3% | -12% | 3% | 10% | 5%[57.1 µM] | -0.3% |
| 4 | CCCCC(=O)Nc1ccc(C(=O)Nc2ccc3c(c2)OCO3)cc1 | 2% | -2% | 13% | 2% | u | 1% | 10% | 29% | 2.4% |
| 5 | O=C(c1c(O)c2ccccc2oc1=O)C1CCC1 | u | -15% | -2% | 3% | -29% | 1% | -8% | 0% | 2.6% |
| 6 | CC(C)(C)c1cc(=O)[nH]c(SCc2ccccc2)n1 | -40% | -21% | 1%[11.4 µM] | -3% | 1% | -3% | 0% | 6%[11.4 µM] | 0.2% |
| 7 | Cc1cccc(NC(=O)C(C)SCc2nc3sc(C)c(C)c3c(=O)[nH]2)n1 (stereo not given) | -25% | u | -12% | 5% | -7% | -9% | u | -17% | 1.6% |
| 8 | COc1ccc(CSc2nnc(NC(C)=O)s2)cc1[N+](=O)[O-] | u | 6% | 7%[57.1 µM] | 3% | 4% | -1% | -19% | 16%[57.1 µM] | 2.6% |
| 9 | O=[N+]([O-])c1ccccc1OCCOCCOc1cccc2cccnc12 | u | -20% | -14% | -3% | -5% | -6% | -17% | -18% | 0.6% |
| 10 | Cn1ccnc1SCC(=O)n1c2c(c3ccccc31)CCCC2 | -16% | 1% | 6%[57.1 µM] | 7% | -4% | 1% | -2% | 9%[57.1 µM] | 0.6% |
| 11 | CCCCC#Cc1cncc(C(=O)NN)c1 | 157%[activator] | 3% | -3% | -4% | -10% | 1% | -1% | -8% | 0.8% |
| 12 | Cc1cc(Nc2ccccc2F)n2nc(C)nc2n1 | -107% | 1% | -3% | -3% | -5% | -1% | -34% | 2%[57.1 µM] | -0.2% |
| 13 | CC(C)(C)C(=O)O/N=C(\N)c1ccc(Oc2cc(Cl)cc(Cl)c2)c([N+](=O)[O-])c1 | 0% | 4% | 2% | -4% | -32% | -3% | 7% | 17% | -1.9% |
| 14 | CCCCN(C)Cc1c(C)[nH]c2ccc(C)cc2c1=O | u | 0% | 0% | 1% | -25% | 1% | -22% | -4% | -0.4% |
| 15 | CCCCNC(=O)C1CCN(S(=O)(=O)c2cc(Br)cc3c2N(C(=O)CC)CC3)CC1 | -33% | 2% | 6% | -15% | -20% | -6% | -1% | 30% | 6.4% |
| 16 | COc1cccc(NS(=O)(=O)c2ccc(-n3cccn3)cc2)c1 | -16% | 3% | -10% | 4% | -16% | -8% | 12% | -6% | -0.3% |
| 17 | Cn1c(SCC(=O)Nc2nccs2)nnc1-c1ccccn1 | 11% | 0% | 2% | -2% | -15% | -4% | 3% | 2% | -0.1% |
| 18 | NN=C1c2ccccc2-c2ccc(N)cc21 | 11% | -4% | -10% | 2% | -6% | 0% | -2% | -16% | x |
| 19 | CCCCN(CCNP(=O)(OCC)OCC)CP(=O)(OCC)OCC | 0% | -18% | 9% | 6% | -16% | 1% | 10% | 4%[57.1 µM] | -1.1% |
| 20 | O=C(CCc1ccc(S(=O)(=O)N2CCOCC2)cc1)OCC(=O)c1ccc(Br)cc1 | u | 1% | 4% | 1% | -11% | -2% | -15% | 6% | x |
| 21 | O=C(CSc1nnc(CNc2ccc(F)cc2)o1)OC1CCCCC1 | 0% | x | -5% | 4% | -12% | -1% | u | 10% | 0.5% |
| 22 | CCOC(=O)CN1N=C(/C=C/c2ccc(OC)cc2)CCC1=O | 19% | 4% | -9%[57.1 µM] | 3% | 6% | -11% | -34% | -11%[57.1 µM] | 0.1% |
| 23 | CC1OC(Nc2ccc(OC(F)(F)F)cc2)C(O)C(O)C1O (stereo not given) | 14% | 0% | -7% | 1% | -15% | 1% | 2% | -12% | -2.2% |
| 24 | COC(=O)[C@H](CC(C)C)NC(=O)Nc1ccc2c(c1)OCCO2 | 2%&-3% | -7% | 2%[57.1 µM] | 3% | -9% | -4% | -17% | 24%[57.1 µM] | 1.9% |
| 25 | CC(C)(C)C1CCC(=NNC(=O)c2cc(-c3ccccc3)n[nH]2)CC1 (stereo not given) | 16% | -10% | -6% | -6% | 7% | 3% | -35% | 6% | -0.3% |
| 26 | CC(=O)Cc1nsc(NC(=O)c2cn(-c3ccccc3)nc2-c2ccc(Br)cc2)n1 | -1% | 0% | -10% | -2% | -15% | 0% | -2% | -14% | 0.6% |
| 27 | CN=C(NC(=O)Nc1c(C)cccc1C)NC(=O)Nc1c(C)cccc1C | -6% | 2% | 3% | -7% | -12% | -5% | -18% | 18% | 0.1% |
| 28 | CN(C)c1ccc(C(=O)n2nnc3ccccc32)cc1 | 18% | -1% | 19% | 4% | -15% | -6% | -4% | u | 3.8% |
| 29 | Cn1c(=O)n(C)c2cc(S(=O)(=O)Nc3ccc(F)cc3)ccc21 | 10% | 0% | 5%[57.1 µM] | 0% | -5% | 0% | 18% | 0%[57.1 µM] | -3.2% |
| 30 | O=C(COC(=O)/C=C/c1cccc(Br)c1)NC1CCCCCC1 | 481%[activator] | 8% | -3% | -10% | -4% | 0% | 12% | 19% | 0.2% |

Just USP1 inh (5 entries from above):
No.	compound	USP1 inh
28	CN(C)c1ccc(C(=O)n2nnc3ccccc32)cc1	-15%
19	CCCCN(CCNP(=O)(OCC)OCC)CP(=O)(OCC)OCC	-16%
22	CCOC(=O)CN1N=C(/C=C/c2ccc(OC)cc2)CCC1=O	6%
4	CCCCC(=O)Nc1ccc(C(=O)Nc2ccc3c(c2)OCO3)cc1	u
8	COc1ccc(CSc2nnc(NC(C)=O)s2)cc1[N+](=O)[O-]	4%

The listing picks up, starting 2 compounds before the break.
29) Cn1c(=O)n(C)c2cc(S(=O)(=O)Nc3ccc(F)cc3)ccc21
30) O=C(COC(=O)/C=C/c1cccc(Br)c1)NC1CCCCCC1
31) CC/C(O)=C1\C(=O)CC(c2ccccc2)CC1=NCCc1c(C)[nH]c2ccc(C)cc12 (stereo not given)
32) Nc1ncnc(Sc2ccccc2)c1[N+](=O)[O-]
33) CCN1CC2=C(OC(N)=C(C#N)C2c2cccs2)/C(=C/c2cccs2)C1 (stereo not given)
34) O=C(CCN1C(=O)c2ccccc2C1=O)Nc1cc(F)ccc1F
35) COC(=O)c1ccc(S(=O)(=O)N2CCCN(Cc3cccc(Br)c3F)CC2)n1C
36) Cc1cc(NC(=O)c2ccc3c(c2)OCCO3)cc(-c2nc3ccccc3o2)c1O
37) Nn1cnc2scc(-c3ccc(Cl)cc3)c2c1=O
38) CCOc1ccc(NC(N)=O)cc1
assay / entry | 29 | 30 | 31 | 32 | 33 | 34 | 35 | 36 | 37 | 38
12-LOX inh | 10% | 481%[activator] | 2%[57.4 µM] | -5% | u | 0% | 191%[activator] | 51%&0%[activator] | 0% | 18%
Vif-A3F inh | 0% | 8% | 7% | -2% | 1% | 7% | 3% | -6% | 12% | -2%
TrxR1 substrate | 5%[57.1 µM] | -3% | 8%[57.1 µM] | 7% | 2%[57.1 µM] | 2% | -11% | -3% | 5% | 9%
mIDH1 inhibitor | 0% | -10% | u | -1% | -4% | -4% | 10% | -8% | 3% | -1%
USP1 inh | -5% | -4% | -16% | 3% | u | -9% | -4% | -14% | -19% | -4%
Vif-A3G inh | 0% | 0% | 2% | 1% | -8% | 4% | 0% | -1% | -1% | 0%
RGS4 inhibitor | 18% | 12% | 10% | 12% | -22% | 28% | 15% | -7% | 11% | -4%
rTrxR1 inhibitor | 0%[57.1 µM] | 19% | 20%[57.1 µM] | 25% | -31%[57.1 µM] | 13%[57.1 µM] | -3% | 4% | 22% | 14%
RXFP1 agonist | -3.2% | 0.2% | -0.3% | -1.4% | 0.5% | 2.7% | 2.3% | 11% | -0.1% | 2.4%
